Source: PubChem BioAssay (several laboratories)
PostGolgi yeast – phenotypic screen on post-Golgi transport, primary screen; 98,000 compounds, 0.9% hits; post-Golgi transport phenotypic cell assay; inhibition, % at 10 µM; AID 739, 2007;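 further: yeast cells grown in 1536-well plates; yeast grown about 18 h at 30C before absorbance read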
S1P2 antag – human S1P2 receptor antagonists, primary screen, cell-based; cell-based S1P2 antagonist assay, inhibition at 5 uM; inhibition, % at 5 µM; 97,000 compounds, 0.21% hits; AID 736, 2007; in the data active means inhibition above about 45%;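 further: CRE beta-lactamase reporter cells expressing human S1P2 stimulated with S1P; 0% = agonist at EC80 alone and 100% = agonist plus reference antagonist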
Target sequence (O95136 whole entry, looked up): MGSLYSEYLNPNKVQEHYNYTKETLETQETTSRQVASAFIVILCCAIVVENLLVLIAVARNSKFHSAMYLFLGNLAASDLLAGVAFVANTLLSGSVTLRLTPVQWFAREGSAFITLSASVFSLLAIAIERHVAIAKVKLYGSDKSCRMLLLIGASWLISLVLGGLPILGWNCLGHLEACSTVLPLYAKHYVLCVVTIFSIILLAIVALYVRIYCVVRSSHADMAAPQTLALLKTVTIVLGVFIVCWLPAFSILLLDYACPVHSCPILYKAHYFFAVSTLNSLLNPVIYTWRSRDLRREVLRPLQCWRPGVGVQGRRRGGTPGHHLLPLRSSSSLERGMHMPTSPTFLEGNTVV
PTPN22 inh 2 – PTPN22 phosphatase inhibitors, primary screen, biochemical, DiFMUP fluorescence, 2 µM; 96,000 compounds, 0.21% hits; Tyrosine-protein phosphatase non-receptor type 22 (Homo sapiens), Q9Y2R2; inhibition, % at 2 µM; recombinant LYP catalytic domain;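 active means inhibition at 2 µM at or above a set limit, the screen mean plus 3 SD, cut at about 24% in these data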;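 further: 0% = DMSO with enzyme and 100% = enzyme fully blocked by orthovanadate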
S1P2 ag – S1P2 receptor agonists, primary screen, cell-based; AID 729, 2007; S1P2-expressing cell line, agonist reporter read-out; activation, % at 4.5 µM; 97,000 compounds, 0.46% hits; in the data active means activation above about 16%;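 further: 0% = vehicle low control and 100% = maximal reference agonist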
LYP act – LYP phosphatase activators, primary screen, biochemical, DiFMUP fluorescence, 2 µM; 96,000 compounds, 0.11% hits; activation, % at 2 µM; recombinant LYP; 0 = plate median, 100 = signal doubled; AID 697, 2007;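 active means activation at 2 µM above a set limit, the mean plus 5 SD, cut at about 37% in these data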
EphB4 ephrin blk – EphB4-ephrin-B2 interaction antagonists, primary screen, biochemical, TNYL-RAW peptide probe, fluorescence polarization. inhibition, % at 7 µM. AID 720, 2007. EphB4 LBD / TNYL-RAW-Alexa532 peptide. Ephrin type-B receptor 4 (Homo sapiens), P54760. 97,000 compounds, 0.15% hits;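 active means inhibition above the screen-wide mean inhibition plus 3 SD, cut at about 15% in these data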;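 further: 0% = DMSO wells and 100% = excess unlabeled TNYL-RAW peptide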
HIV Rev-RRE inh – HIV-1 Rev-RRE binding inhibitors, primary screen, biochemical, FRET, protein-RNA interaction. P05866. Rev peptide-RRE RNA binding. inhibition, % at 8 µM. 97,000 compounds, 0.79% hits. AID 704, 2007;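 active means inhibition above the screen-wide mean plus 3 SD, cut at about 35% in these data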;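 further: 0% = median DMSO wells and 100% = median Neomycin B control wells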
Target sequence (P05866 whole entry, looked up): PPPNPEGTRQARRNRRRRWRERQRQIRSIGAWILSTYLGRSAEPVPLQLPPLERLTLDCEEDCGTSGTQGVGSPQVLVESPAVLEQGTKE
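Test system – labelled RRE RNA duplex and labelled Rev peptide · Reagent – labelled Rev peptide · Doses – one concentration, 8 µM nominal · Incubation – 5 + 15 min at 25 °C · Signal – FRET fluorescence readout · Read-out basis – % inhibition of FRET ratio versus controls · Control set – DMSO wells as 0% and neomycin B wells as 100% inhibition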
PostGolgi ctrl – growth inhibition of yeast control strain, primary screen, counter-screen for post-Golgi transport modulator project. inhibition, % at 10 µM. efflux-deficient yeast background strain, growth absorbance A615, 16 h. 98,000 compounds, 5% hits. AID 738, 2007
FAK inh – FAK kinase inhibitors, primary screen, biochemical. biochemical FAK kinase activity assay. inhibition, %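 (tested at 7 µM)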. 97,000 compounds, 0.84% hits. AID 727, 2007; in the data active means inhibition above about 19%;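 further: 0% = DMSO and 100% = reference compound high control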
* marks the source's active call; other numbers are inactive results; x = not tested or not shown. Unless noted, no stated cut-off is given here; in the data, active means inhibition above about 30%; inactive means the rest.

SMILES	PostGolgi yeast	S1P2 antag	PTPN22 inh 2	S1P2 ag	LYP act	EphB4 ephrin blk	HIV Rev-RRE inh	PostGolgi ctrl	FAK inh
CCOc1cc(CNCCSc2nnnn2C)cc(Br)c1OCc1ccccc1	5.1	8.4	9.4	-5.3	-8.8	6.0	18.5	21.2	0.9
CCS(=O)(=O)c1nnnn1-c1ccccc1S(C)(=O)=O	9.2	25.3	-1.3	-2.5	-2.1	9.4	2.1	19.9	-0.2
CCc1ccc2[nH]c(=O)c(CN(Cc3ccccc3)Cc3nnnn3Cc3ccco3)cc2c1	4.6	13.4	-8.4	-4.1	4.6	5.7	5.8	13.4	1.6
CCOC(=O)c1c(C)[nH]c(C)c1C(=O)CN1C(=O)NC2(CCC(C)CC2)C1=O (stereo not drawn)	-4.8	13.6	0.8	-4.4	-1.1	-1.8	-2.0	4.2	-0.2
Cc1cc(C)nc(N(C#N)Cc2cccc3ccccc23)n1	1.9	1.0	-4.2	-0.5	6.7	-0.3	13.8	26.5	-0.2
COC(=O)c1ccc(NC(=O)COc2ccc(S(=O)(=O)N3CCCCC3)cc2)cc1	8.1	2.7	-8.8	-4.5	9.5	6.6	6.3	-0.5	0.1
COc1ccc(S(=O)(=O)N(CC(=O)N2CCCC2)Cc2ccccc2)cc1	-0.5	10.2	-2.3	-5.9	0.5	0.5	0.5	9.2	2.2
COc1cc2c(cc1OC)CN(CC(=O)Nc1ccc(C)cc1)CC2	8.1	-0.4	7.0	0.2	-6.1	-2.0	5.6	17.1	-0.7
CC1CCCCN1c1nnc(NC(=O)c2cc(-c3ccc(Br)cc3)on2)s1 (stereo not drawn)	3.0	11.1	-10.3	-4.2	10.4	-6.9	-2.4	45.8*	0.8
CC(=O)c1cc(Cl)ccc1OC(=O)c1ccco1	0.0	-13.9	5.1	-5.1	-0.8	0.1	6.3	3.1	0.9
COc1cccc(OCC(O)CN2CCN(CCO)CC2)c1 (stereo not drawn)	3.0	-5.9	-9.1	1.9	1.3	3.3	2.6	-4.5	-5.4
O=S(=O)(NC1CCCC1)c1cccc(-c2nnc(-c3ccccc3)o2)c1	3.6	-8.0	13.8	-2.9	-14.6	1.3	5.1	14.4	-1.5
COc1ccc(-c2nsc3c(N4CCCCC4)ncnc23)cc1	10.3	-0.3	-11.7	-1.8	14.0	4.3	3.1	2.5	1.5
O=C(Cn1c(=O)oc2ccccc21)N1CCCCC1	1.5	21.1	-1.2	-6.1	1.7	5.2	10.3	6.6	1.6
CN(C)CCNc1nc(-c2ccccc2)nnc1C(F)(F)F	2.8	9.0	10.8	-3.0	-8.7	-4.4	5.6	1.9	-1.3
O=C(OCc1ccco1)c1ccc(S(=O)(=O)N2CCCCC2)cc1	-14.2	-2.8	19.1	-0.7	-19.4	0.1	-2.1	7.4	6.2
Cc1nc2c(C(=O)NCc3ccc(F)cc3)c[nH]n2c(=O)c1Cl	-2.2	11.1	-3.8	-5.0	2.6	-2.2	-3.6	-4.0	-1.7
COc1ccc(C2C(C(C)=O)=C(Nc3ccccc3)CC(C)(O)C2C(C)=O)cc1OC (stereo not drawn)	x	-9.4	-10.7	-0.5	9.2	-3.9	1.6	x	1.1
CCOc1ccc(-c2nnn(CC(=O)Nc3cc(OC)ccc3OC)n2)cc1OCC	1.4	-2.8	-0.3	-8.4	-1.6	1.5	3.8	6.2	3.7
O=C(CNC(=O)c1cccs1)NC1=NCCS1	6.1	-8.8	6.0	-2.6	-8.9	-3.4	-2.5	-1.7	-3.1
CCc1[nH]c(=O)c(C#N)c2c1CSC(C)(C)C2	1.2	-3.7	-18.3	-1.6	13.5	-2.5	5.3	10.4	0.0
O=c1[nH]n(-c2cccc3cccnc23)c(=O)c2ccccc12	3.2	0.0	-2.6	-8.0	1.9	3.7	4.3	6.9	3.3
Cc1ccc2nc(SCC(=O)N3CCOCC3)[nH]c2c1	1.1	1.1	11.5	-4.0	-9.6	1.4	5.9	6.8	-1.1
Cc1cccc(Oc2cc(N)cc([N+](=O)[O-])c2)c1	5.7	-0.1	-4.1	-6.2	6.9	1.3	16.0	22.2	9.7
CC(C)(NO)/C(=N/O)c1ccc(Br)cc1	-3.9	-5.4	-6.7	-5.1	5.6	-10.1	3.1	17.1	-1.2

Brought forward from above: 4 compounds, then new ones.
SMILES	PostGolgi yeast	S1P2 antag	PTPN22 inh 2	S1P2 ag	LYP act	EphB4 ephrin blk	HIV Rev-RRE inh	PostGolgi ctrl	FAK inh
O=c1[nH]n(-c2cccc3cccnc23)c(=O)c2ccccc12	3.2	0.0	-2.6	-8.0	1.9	3.7	4.3	6.9	3.3
Cc1ccc2nc(SCC(=O)N3CCOCC3)[nH]c2c1	1.1	1.1	11.5	-4.0	-9.6	1.4	5.9	6.8	-1.1
Cc1cccc(Oc2cc(N)cc([N+](=O)[O-])c2)c1	5.7	-0.1	-4.1	-6.2	6.9	1.3	16.0	22.2	9.7
CC(C)(NO)/C(=N/O)c1ccc(Br)cc1	-3.9	-5.4	-6.7	-5.1	5.6	-10.1	3.1	17.1	-1.2
CCCc1cc(=O)n2[nH]c(NCc3cccs3)nc2n1	0.7	-31.8	5.8	-0.8	-2.3	-2.4	1.6	6.2	-0.6
O=C1Nc2ccccc2C1(O)Cc1ccncc1 (stereo not drawn)	5.6	0.8	-0.9	-0.5	-0.9	-0.2	2.0	-0.6	-0.2
Cc1ccc2nc(SCc3nnc(-c4cccs4)o3)[nH]c2c1	0.6	-8.0	10.3	-4.7	-12.5	4.8	3.9	13.5	9.7
CCN1/C(=C2\OC(=S)N(C)C2=O)Sc2ccccc21	-2.4	-7.4	-6.9	-8.2	3.4	-1.4	4.4	7.7	-5.7
CSc1snc(SCC(N)=O)c1C#N	8.4	-1.5	-3.5	-3.4	2.9	-3.1	1.9	2.6	-3.2
C=CCNC(=O)c1ccc(N(C)S(=O)(=O)c2ccc(OC)cc2)cc1	-5.4	-3.2	-3.7	-4.9	3.4	-3.8	1.0	-3.6	-1.2
CCN(CC)S(=O)(=O)c1ccc2c(c1)nc(SC(C)C(N)=O)n2-c1ccc(OC)cc1 (stereo not drawn)	-15.6	10.2	8.0	-7.9	-7.4	-2.1	4.0	26.3	1.0
CCOC(=O)c1c(NC(=O)Cn2nnc3ccccc32)sc2c1CCC(C)C2 (stereo not drawn)	11.1	10.6	4.9	-4.7	-7.3	-4.0	15.9	4.5	5.2
Cc1c(C(=O)NCCSCc2ccccc2Cl)cccc1[N+](=O)[O-]	10.6	18.2	9.5	-6.1	-5.9	2.7	13.2	22.0	2.2
COC(=O)C1=C(Nc2ccc(OC)cc2)C=C(C)C(C(=O)OC)C1c1ccc(C)cc1 (stereo not drawn)	-1.9	-15.6	-23.9	-6.2	26.0	0.5	-4.7	4.5	-6.4
CCc1cccc(C)c1NC(=O)c1cccc(N(C)C)c1	-6.0	12.0	-6.6	-5.4	4.7	1.9	3.2	6.7	-1.1
CCOc1ccc(-c2nc(-c3cccnc3)no2)cc1OCC	3.7	-63.6	-15.6	6.1	12.7	-2.2	4.7	10.4	2.9
Cc1nc(CCNC(=O)Cc2ccc(Cl)cc2)cs1	-9.0	10.0	3.7	33.9*	-4.5	0.5	8.1	2.6	2.3
Cc1cc(C)cc(N(CC(=O)N2CC=C(c3ccccc3)CC2)S(=O)(=O)c2c(C)noc2C)c1	-6.9	17.8	1.5	-0.1	-2.1	-1.8	-2.8	15.1	-3.7
COc1ccc(OCC(O)Cn2c(Nc3ccccc3)nc3c2c(=O)n(C)c(=O)n3C)cc1 (stereo not drawn)	20.4	0.8	-3.8	-2.5	1.1	-3.2	20.9	-0.9	3.2
Cc1ccc2nc(SCc3nc4c(cnn4-c4ccccc4)c(=O)[nH]3)[nH]c2c1	-3.2	-16.3	1.9	6.9	0.5	-0.4	3.1	3.9	-1.1
Cc1ccc(NC(=O)C2(c3ccccc3)CC2(Cl)Cl)cc1C (stereo not drawn)	2.2	15.2	5.8	-6.5	-3.6	1.9	13.4	19.7	4.7
CC(=O)Nc1ccc(N/C=C/C(=O)c2ccc(C)o2)cc1	-2.8	10.8	-0.7	-0.1	0.3	-4.8	13.4	5.4	-0.8
CCOCCSC1=C(C#N)C(c2cccs2)C(C(C)=O)=C(C)N1 (stereo not drawn)	10.3	2.8	-0.7	-4.8	-2.2	4.6	5.8	12.3	2.3
CC(=O)Nc1ccc(OCC(O)CN2CCN(c3cc(Cl)ccc3C)CC2)cc1 (stereo not drawn)	9.3	-1.8	-9.0	-7.9	6.4	-4.0	7.8	3.5	2.7
Cc1ccc(C)c(NC(=O)CN(C)S(=O)(=O)c2ccc(F)cc2)c1	13.7	6.4	3.8	0.7	-4.4	11.0	0.8	0.3	0.8
O=C(Nc1ccc(F)cc1F)c1cc2n(n1)C(C(F)(F)F)C1CCCCC1N2 (stereo not drawn)	0.8	6.7	-7.0	-4.1	3.8	2.5	5.6	30.4*	0.7
CCC(CC)NC(=O)COC(=O)c1ccc(OCC(=O)Nc2ccccc2OC)c(OC)c1	4.1	-4.9	-4.8	-4.0	4.7	1.5	11.8	-4.1	-0.2
Cc1[nH]c(=O)[nH]c(=O)c1S(=O)(=O)N1CCCC(C(=O)NCc2ccco2)C1 (stereo not drawn)	-6.7	-0.7	-0.6	-4.1	2.2	2.0	-1.9	4.3	-1.4
NC(=O)CSc1ncnc2c1cnn2Cc1ccccc1	-7.3	-7.3	1.1	-3.5	3.5	-6.0	6.2	8.9	-2.3
Additional compounds follow:
SMILES	PostGolgi yeast	S1P2 antag	PTPN22 inh 2	S1P2 ag	LYP act	EphB4 ephrin blk	HIV Rev-RRE inh	PostGolgi ctrl	FAK inh
CCN(CC)S(=O)(=O)c1csc(C(=O)OCC(=O)c2ccccc2)c1	x	-7.5	2.2	-2.2	-5.0	8.2	9.7	x	-0.9
COc1cc(C)c2occ(/C(C)=N\O)c2c1	4.1	10.8	0.8	0.6	-3.1	-3.9	5.1	6.6	1.1
CCCCc1ccc(S(=O)(=O)Nc2cc(C)on2)cc1	4.7	-15.2	8.4	0.0	-12.9	-6.4	-0.8	15.1	-2.1
O=C(Nc1ccc2c(c1)OCCO2)C1CCC1	5.3	-9.0	-10.3	-1.8	5.7	6.5	5.2	-3.4	-0.5
Cc1cc2c(c(N)n1)c(=O)oc1ccccc12	1.8	-30.0	2.9	0.3	-4.7	-1.8	1.1	6.2	10.8
CC(C)Oc1ccc(C(=O)N2CCCC2C(=O)O)cc1 (stereo not drawn)	-0.8	7.8	-0.1	-4.0	-0.6	2.1	8.2	1.9	-4.4
CCOC(=O)C1CCN(Cc2cnc(Oc3ccc(Cl)cc3C)s2)CC1	49.4*	19.6	13.2	-5.7	-10.3	-0.1	9.3	16.8	-2.7
O=C(Nc1nc(=S)ss1)c1ccc(Cl)cc1Cl	-1.2	6.8	4.0	-3.5	-4.2	3.6	0.4	19.9	-1.7
CCOC(=O)c1cccc(NC(=O)c2cc3sccc3n2C)c1	-2.2	3.7	-7.3	-4.6	7.9	13.3	12.4	17.7	4.7
O=C(/C=C/c1cccnc1)c1ccc(NC(=O)c2cccc(Br)c2)cc1	-5.1	7.8	14.1	-4.0	-9.6	-6.6	4.1	40.0*	17.1
CC1Cc2ccccc2C(=O)N1 (stereo not drawn)	11.3	-12.3	-1.7	0.8	2.9	-4.7	1.4	-1.4	0.9
Cc1nnc(Nc2ccc(C(=O)N3CCOCC3)cc2)c2ccccc12	5.5	-5.4	-11.3	-2.5	15.1	-1.4	4.2	-0.8	2.1
